Screens from PubChem BioAssay.
inhibitors of VEEV: inhibitors of VEEV TC-83 cytopathic effect, confirmation, Vero cells (AID 588727); Vero cells, VEEV TC-83 cytopathic effect inhibition; higher % means a stronger effect; inhibition, % at 20 µM; hits with a dose series show IC50 in µM; 0.13% of 350,000 active; in the data active means a potency from the dose series; inconclusive means inhibition mostly from about 14% at the one dose, without a potency; inactive means the rest, 99 in 100 with inhibition below about 12%; further: strong numbers were not always called active
M. tuberculosis: growth inhibition of non-replicating M. tuberculosis (AID 488890); Mycobacterium tuberculosis non-replicating, growth inhibition; higher % means a stronger effect; inhibition, % at 25 µM, or IC50 in µM where a hit was titrated; 0.39% of 320,000 active; in the data active means a potency from the dose series; inconclusive means inhibition mostly from about 82% at the one dose, without a potency; inactive means the rest, 99 in 100 with inhibition below about 76%;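 further: plate controls were DMSO cells for no effect and high antibiotic wells for full effect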
influenza NS1A: NS1A inhibition, H1N1 influenza, cell based functional assay (AID 504329); NS1A functional cell-based assay, percent inhibition; higher % means a stronger effect; inhibition, % at 12.5 µM; hits with a dose series show IC50 in µM; 0.3% of 340,000 active; in the data active means a potency from the dose series; inconclusive means inhibition above about 27% without an active follow-up result; further: strong numbers were not always called active
M. tuberculosis HTS: M. tuberculosis growth inhibition, HTS (AID 449762); M. tuberculosis H37Rv growth inhibition, 7H9 media; higher % means a stronger effect; inhibition, % at 25 µM, or IC50 in µM where a hit was titrated; 0.59% of 330,000 active; in the data active means a potency from the dose series; inconclusive means inhibition above about 70% without an active follow-up result;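 further: bacterial growth assessed after seven days of incubation; strong numbers were not always called active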
PhoP GFP inhibition: PhoP regulon inhibitors, Salmonella typhi PhoP promoter GFP reporter, confirmatory (AID 1850); Salmonella Typhi PhoP-promoter GFP reporter, fluorescence, 4 h; higher % means a stronger effect; inhibition, % at 50 µM; hits with a dose series show IC50 in µM; 0.33% of 310,000 active; in the data active means a potency from the dose series; inconclusive means inhibition mostly from about 25% at the one dose, without a potency; inactive means the rest, 99 in 100 with inhibition below about 19%;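 further: 0% = induced wells with vehicle and 100% = uninduced wells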
inhibitors of VEEV 10K pilot screen: also measured in inhibitors of VEEV; calls as there; inhibition, %; measured here: 10K pilot screen inhibition
Numbers without * were called inactive; i = inactive; ? = inconclusive; . = not tested or not shown.

The first four records, ahead of the listing:
SMILES	inhibitors of VEEV	M. tuberculosis	influenza NS1A	M. tuberculosis HTS	PhoP GFP inhibition	others
Nc1nc2nc(SCC(=O)N3CCCc4ccccc43)[nH]c2c(=O)[nH]1	.	.	.	-16%	-14%
Brc1ccc(Oc2ncc(CN3CCOCC3)s2)cc1	i	3%	-4%	1%	6%
CN(CCc1ccccn1)S(=O)(=O)c1ccc(F)cc1	0.9%	14%	-10%	-1%	-3%
O=C1CC(Nc2ccccc2)C(=O)N1c1ccc(N2CCOCC2)cc1 (stereo not given)	i	-6%	14%	0%	-1%

Main list, repeating the preview:
SMILES	inhibitors of VEEV	M. tuberculosis	influenza NS1A	M. tuberculosis HTS	PhoP GFP inhibition	others
Nc1nc2nc(SCC(=O)N3CCCc4ccccc43)[nH]c2c(=O)[nH]1	.	.	.	-16%	-14%
Brc1ccc(Oc2ncc(CN3CCOCC3)s2)cc1	i	3%	-4%	1%	6%
CN(CCc1ccccn1)S(=O)(=O)c1ccc(F)cc1	0.9%	14%	-10%	-1%	-3%
O=C1CC(Nc2ccccc2)C(=O)N1c1ccc(N2CCOCC2)cc1 (stereo not given)	i	-6%	14%	0%	-1%
O=C(O)CCn1c(-c2ccccc2)cc2ccccc21	0.4%	2%	-8%	-3%	2%
COCCN(C(=S)Nc1cc(C)cc(C)c1)C(C)c1cccnc1 (stereo not given)	0.7%	-15%	-3%	-1%	-6%
CCCCN(C(=O)NC(=O)Nc1nc2ccc(OC)cc2s1)S(C)(=O)=O	1.4%	10%	-1%	11%	17%
Cc1ccc(Nc2nc(N3CCOCC3)nc(N3CCOCC3)n2)cc1C	i	14%	-6%	-1%	2%
COc1ccc(-c2nnc(-c3cccnc3)o2)cc1	7.5%	68%	9%	-6%	3%
Cc1[nH]c(=O)[nH]c(=O)c1S(=O)(=O)N1CCCC1	i	7%	-9%	6%	-12%
CCn1c(=O)c(CCC(=O)NCC2CCCO2)c(C)c2c(C)nn(-c3ccccc3)c21 (stereo not given)	5.3%	13%	7%	9%	-5%
CCOc1ccc(N2C(=O)CC(/C=C3/N(C)c4ccccc4C3(C)C)C2=O)cc1 (stereo not given)	0.5%	12%	1%	5%	-8%
Cc1ccc(Cl)cc1NS(=O)(=O)c1cn(C)nc1C	0.4%	7%	-12%	-1%	-8%
O=C(O)COc1ccc2c(c1)O/C(=C\c1ccco1)C2=O	i	1%	-1%	2%	-1%
CCCc1cc(=O)[nH]c(SCCc2ccccc2)n1	0.3%	34%	-8%	5%	-13%
COc1ccc(CNC(=O)C2CCN(S(=O)(=O)c3ccc(SC)cc3)CC2)cc1	1.2%	-14%	2%	3%	-16%
Cc1ccc(NC(=O)CCC(=O)N/N=C/C=C/c2ccccc2)cc1	1.9%	-16%	5%	3%	-4%
COc1cc(O)c2c(=O)c3c(OC)c(O)ccc3oc2c1	3.9%	22%	-10%	0%	-19%
CCOc1ccccc1-n1c(SCC(=O)N(CC)CC)nnc1-c1ccccn1	i	-19%	1%	-4%	-1%
Cc1c(CCO)c(=O)[nH]n1S(=O)(=O)c1ccccc1	2.0%	-2%	-9%	2%	5%

The last 6 compounds of the part before lead into the next.
SMILES	inhibitors of VEEV	M. tuberculosis	influenza NS1A	M. tuberculosis HTS	PhoP GFP inhibition	others
CCCc1cc(=O)[nH]c(SCCc2ccccc2)n1	0.3%	34%	-8%	5%	-13%
COc1ccc(CNC(=O)C2CCN(S(=O)(=O)c3ccc(SC)cc3)CC2)cc1	1.2%	-14%	2%	3%	-16%
Cc1ccc(NC(=O)CCC(=O)N/N=C/C=C/c2ccccc2)cc1	1.9%	-16%	5%	3%	-4%
COc1cc(O)c2c(=O)c3c(OC)c(O)ccc3oc2c1	3.9%	22%	-10%	0%	-19%
CCOc1ccccc1-n1c(SCC(=O)N(CC)CC)nnc1-c1ccccn1	i	-19%	1%	-4%	-1%
Cc1c(CCO)c(=O)[nH]n1S(=O)(=O)c1ccccc1	2.0%	-2%	-9%	2%	5%
CCOc1cc(N2CCOCC2)c(OCC)cc1NC(=O)CN1CCCC1	1.4%	-5%	-7%	13%	-2%
CCC1(CCCC(=O)c2ccc(F)cc2)C(=O)NC(=S)NC1=O	0.3%	28%	-3%	1%	0%
CC(C)C[C@H](NC(=O)c1nc[nH]c1C(=O)N[C@@H](CC(C)C)C(=O)OCc1ccccc1)C(=O)OCc1ccccc1	i	-6%	18%	7%	1%
CCCc1nnc(NC(=O)CCC(=O)NC2CC2)s1	0.8%	2%	4%	10%	4%
CCC1(CC)NC(=O)N(CC(=O)OCC(=O)c2ccccc2OC)C1=O	1.5%	-7%	-2%	-13%	2%
COc1cccc(Nc2nc(-c3sc(NC(=O)CC(C)C)nc3C)cs2)c1	5.1%	24%	3%	24%	-16%
COC(=O)[C@@H]1CC[C@H](C)[C@@H](c2ccc(C)cc2)N1C(=O)c1ccc(/C=N/O[C@@H](C)c2cn([C@H](CO)Cc3ccccc3)nn2)cc1	.	33%	.	-2%	-1%
Cn1c(-c2ccco2)n[nH]c1=S	1.6%	19%	4%	0%	3%
Cc1cn(C)c(=O)n(C)c1=O	0.7%	1%	-1%	-3%	-3%
O=C(CCC(=O)c1cccs1)NNC(=O)c1cc(Cl)ccc1Cl	9.9%	-12%	-23%	5%	.
CC(C)C[C@H](NC(=O)N1CC(=O)Nc2ccccc21)C(=O)N1CCC(C(=O)O)CC1	2.0%	-11%	-2%	0%	-2%
CCCC(C(=O)Nc1ccc(C)c(S(=O)(=O)N2CCOCC2)c1)c1ccccc1 (stereo not given)	3.6%	-7%	-13%	4%	-2%
Cc1scc(C(=O)Nn2cnnc2)c1-c1ccccc1	2.3%	11%	5%	0%	-13%
CCC(C)n1c(O)c(/C=N/Nc2nc3c(c(=O)n(C)c(=O)n3C)n2C)c(=O)[nH]c1=S (stereo not given)	4.8%	-6%	22%	-1%	5%
COc1ccc(C(=O)COC(=O)c2ccccc2O)c(OC)c1	3.4%	1.5µM*	7%	?	.
Cc1ccc(C(=O)C(C)OC(=O)C2=COCCO2)cc1C (stereo not given)	3.3%	30%	11%	?	-16%
COc1cccc(OCC(=O)N2CCC3(CC2)CC(=O)c2ccccc2O3)c1	3.4%	-2%	-5%	-3%	-4%
CC[C@H](C)NC(=O)c1ccc(Cn2c(=S)[nH]c3c([nH]c4ccc(OC)cc43)c2=O)cc1	0.3%	-38%	-6%	4%	-5%
CSc1ccccc1C(=O)C1CCCN(Cc2c(C)n(C)n(-c3ccccc3)c2=O)C1 (stereo not given)	1.1%	2%	0%	-6%	4%
O=C(Nc1ccc2[nH]c3c(c2c1)CCCC3)c1ccco1	9.9%	13%	8%	4%	12%
Cn1cc(C(=O)c2ccccc2)c2ccccc21	1.1%	21%	7%	-3%	17%	inhibitors of VEEV 10K pilot screen=0.7
Cc1ccccc1NC(=O)Cn1nc(C(=O)O)c2ccccc2c1=O	0.8%	.	9%	5%	5%
C=CCn1c(CNC(=O)c2ccco2)nnc1SCC(=O)c1ccccc1	0.1%	.	-1%	11%	4%
O=C(COC(=O)CNC(=O)c1ccccc1)Nc1ccccc1Cl	0.2%	-8%	-3%	2%	-15%	inhibitors of VEEV 10K pilot screen=0.9
C=CCn1c(SCC(=O)OCC)nc(C(F)(F)F)cc1=O	i	-2%	-1%	0%	-3%
Cc1c(NC(=O)Nc2ccc(C(C)C)cc2)c(=O)n(-c2ccccc2)n1C	0.3%	2%	3%	11%	9%
COc1ccc(/C=C/C(=O)N2CCN(c3ccccn3)CC2)c2ccccc12	9.5%	0%	2%	35%	-24%
O=C(NCc1ccccn1)c1cccc([N+](=O)[O-])c1	i	22%	8%	6%	7%	inhibitors of VEEV 10K pilot screen=1.4
Nc1ccccc1/C=C/c1ccccc1N	73%	.	3%	.	.
Oc1ccc(CN2CCc3ccccc3C2)c2cccnc12	12%	?	5.8µM*	61µM*	-5%
Cc1cc(N2C(=O)C(O)=C(C(=O)c3ccco3)C2c2ccc(O)cc2)no1 (stereo not given)	0.9%	15%	-12%	-1%	7%
O=C1NC(Cc2c[nH]c3ccccc23)C(=O)N1Cc1ccccc1 (stereo not given)	2.9%	-11%	5%	9%	-9%
COc1ccc(C)cc1S(=O)(=O)n1ccnc1C	0.9%	-6%	-4%	-1%	-1%
O=C(Nc1ccc2nc(-c3ccccc3)oc2c1)c1ccco1	i	.	-2%	3%	0%
Cc1ccc(NN=Nc2nc3c([nH]2)c(=O)n(C)c(=O)n3C)cc1	0.9%	-10%	2%	-7%	-3%
Cn1c(C23CC4CC(CC(C4)C2)C3)n[nH]c1=S	1.4%	4%	32%	-8%	-5%
CCN(C(=O)COC(=O)C1COc2ccccc2O1)c1c(N)n(Cc2ccccc2)c(=O)[nH]c1=O (stereo not given)	1.5%	.	-10%	.	.
COc1cccc(-c2ncc3ccccc3c2COC(=O)c2ccc(F)cc2)c1	0.8%	20%	2%	-5%	.
COC(=O)N(NC(=O)C(O)(c1ccccc1)c1ccccc1)c1ccccc1	2.2%	-4%	-6%	3%	-1%
COC(=O)N/N=C/c1c(C)nn(-c2cccc(Cl)c2)c1Cl	i	-6%	-6%	7%	-3%
O=C1CCCN2N=C(SCC(=O)Nc3ccc(OC(F)(F)F)cc3)SC2=N1	0.1%	3%	-17%	-9%	3%
O=C(CN1CCCc2ccccc21)NCCc1ccc(Cl)cc1	1.1%	25%	11%	2%	5%
CSCc1ccc(C(=O)NC(C)c2ccc(-n3ccnc3)cc2)cc1 (stereo not given)	2.2%	10%	-2%	-2%	-5%
Cc1ccc(C(=O)N[C@@H](C)CN2C3=NC[C@H](Cc4ccccc4)N3C[C@H]2Cc2ccc(O)cc2)cc1Br	.	?	.	?	1%
CCc1cc(=O)oc2cc(C)cc(OCc3nn[nH]n3)c12	1.4%	0%	2%	-15%	-5%
COC(=O)c1cc(OC)c(OC)cc1NC(=O)CSc1nnnn1Cc1ccccc1	7.5%	18%	-1%	2%	-2%
O=C(CN1CCCCCCC1)Nc1ccc(Cl)cc1Cl	0.4%	47%	-15%	9%	7%
CC(C)c1ccc(CNc2ncccn2)cc1	0.6%	66%	-8%	4%	-2%
COc1cc(NC(=O)c2onc(C)c2Cl)cc(OC)c1OC	0.4%	5%	17%	1%	-5%
Cc1c(Cl)cccc1NC(=O)CS(=O)(=O)c1ccccc1	0.4%	56%	-1%	3%	6%
Nc1ccc2c(c1)-c1ccc(F)cc1C2=O	i	.	-6%	.	.
Cc1cccc(NC(=O)C(C)SCc2nc3sc4c(c3c(=O)[nH]2)CCCC4)n1 (stereo not given)	4.3%	1%	-4%	3%	0%
Nc1c(N(CCC2=CCCCC2)C(=O)CCCOc2ccccc2)c(=O)[nH]c(=O)n1Cc1ccccc1	0.2%	4%	-16%	28%	2%
CCC(=O)Nc1nc2ccc3sc(C)nc3c2s1	12%	-2%	1%	-2%	13%
CCOc1cc(NC(=S)NCC2CCCO2)c(OCC)cc1NC(=O)C1CC1 (stereo not given)	0.9%	18%	-3%	-1%	7%
COCCN(C(=O)c1snc(C(N)=O)c1N)C(C(=O)NC1CCCCC1)c1ccc(OC)c(OC)c1 (stereo not given)	0.8%	4%	-2%	-2%	2%
Cc1ccc(S(=O)(=O)N(C)CC(=O)Nc2cccc3c2CCCC3)cc1	4.0%	0%	0%	-4%	2%
CCN1CCN(C2=NC(=O)/C(=C/c3ccc(C)o3)S2)CC1	0.9%	0%	-4%	-2%	3%
Cc1ccc(C)c(NC(=O)CN(C)C(=O)c2cccc(Oc3ccccc3)c2)c1	9.8%	30%	-13%	-2%	.
CCN(CC)C(=O)c1ccc2c3c(cccc13)C(=O)N(CCc1ccc(OC)c(OC)c1)C2=O	5.9%	5%	0%	-1%	-4%
COc1ccc(-c2noc(N3CCC(C(=O)Nc4cc(OC)c(OC)c(OC)c4)CC3)n2)cc1	1.6%	2%	5%	14%	5%

3 compounds picked at random from the list so far, as already listed:
SMILES	inhibitors of VEEV	M. tuberculosis	influenza NS1A	M. tuberculosis HTS	PhoP GFP inhibition	others
Cc1cccc(NC(=O)C(C)SCc2nc3sc4c(c3c(=O)[nH]2)CCCC4)n1 (stereo not given)	4.3%	1%	-4%	3%	0%
COCCN(C(=O)c1snc(C(N)=O)c1N)C(C(=O)NC1CCCCC1)c1ccc(OC)c(OC)c1 (stereo not given)	0.8%	4%	-2%	-2%	2%
O=C(CN1CCCc2ccccc21)NCCc1ccc(Cl)cc1	1.1%	25%	11%	2%	5%

This is a random part of the collection; about 1.5% have a hit in one of these screens.
